DNA FID counter: displaces DNA intercalator in HCV helicase counter-screen. DNA fluorescent intercalator displacement, fluorescence. inhibition, % at 7.9 µM. actives 0.17% (n = 290,000). AID 1845; in the data active means inhibition above about 37%;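 further: 0% = vehicle and 100% = reference compound; higher means more ethidium bromide displaced from hairpin DNA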
MEKK2mut PB1 HTS: signal of MEK5 binding to mutant human MEKK2 PB1 domain; bead flow cytometry, Alexa488-MEK5 binding to MEKK2 mutant; percent response, % at 10 µM; actives 0.35% (n = 290,000); in the data active means percent response above about 24%, passing the limit was not always enough; further: inactives centre near 1; some results filed as inactive read as strong as hits
PfM18AAP inh: PfM18AAP enzyme inhibition; recombinant PfM18AAP, H-Glu-NHMec fluorogenic cleavage; inhibition, % at 7.35 µM; actives 1.2% (n = 290,000); AID 1822;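 active means inhibition above the campaign mean inhibition over all tested compounds plus 3 SD, cut at about 28% in these data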;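 further: 0% = plate median of test compound wells and 100% = 2 mM ZnCl2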
HCV NS3 hel inh: HCV NS3 helicase inhibition | actives 0.56% (n = 290,000) | inhibition, % at 10.9 µM | NS3 helicase DNA unwinding, Cy5 molecular beacon fluorescence;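 active means inhibition above the mean of all tested compounds plus 3 SD, set per campaign, cut at about 35% in these data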;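 further: 0% = DMSO wells and 100% = thioflavine S control wells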
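Measured by: Cy5 fluorescence, 0 and 60 min reads / Assay system: NS3 helicase fragment of HCV / Control set: low DMSO, high thioflavine S at 110 µM / Times: 1 h reaction at 25 °C, ATP-initiated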
MEKK2wt PB1 HTS: raises or lowers MEK5 binding to wildtype human MEKK2 PB1 domain. binding response (% of control), % at 10 µM. actives 1.1% (n = 290,000). Q9Y2U5. bead flow cytometry, Alexa488-MEK5 binding to MEKK2 WT; actives lie on both sides; in the data active means binding response below about 67% or above about 130%
NALP1 yeast inh: NALP1 inhibition; S. cerevisiae NALP1/ASC/caspase-1 growth, X-gal OD620, 72 h; inhibition, % at 10 µM; actives 0.61% (n = 280,000); AID 2071; in the data active means inhibition mostly above about 24%, no sharp cut-off; inactive means mostly below about 32%; further: some compounds called inactive have numbers as strong as hits
VIM-2 inh: inhibitors of Pseudomonas aeruginosa VIM-2 metallo-beta-lactamase | AID 1527 | inhibition, % at 5.6 µM | purified VIM-2, nitrocefin hydrolysis, epi-absorbance fluorescence | actives 0.89% (n = 290,000);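 active means inhibition above the mean of all tested compounds plus 3 SD, cutoff set per screening run, cut at about 7.5% in these data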;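 further: red hydrolysis product quenches plate fluorescence so inhibitors raise well fluorescence; 0% = enzyme with DMSO and 100% = DMSO without enzyme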
SUMO HTRF inh: SUMOylation inhibition | HTRF SUMOylation assay, SAE1/SAE2 + UBC9, in vitro | inhibition, % at 35 µM | actives 0.36% (n = 290,000); in the data active means inhibition above about 50%, passing the limit was not always enough; further: strong numbers were not always called active
Target sequence (P63279 whole entry, looked up): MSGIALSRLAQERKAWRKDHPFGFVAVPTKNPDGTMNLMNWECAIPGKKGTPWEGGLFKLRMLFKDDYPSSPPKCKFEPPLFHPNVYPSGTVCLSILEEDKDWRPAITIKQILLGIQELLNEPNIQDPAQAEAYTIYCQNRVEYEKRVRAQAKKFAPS
IMP-1 inhibitor: blocks Pseudomonas aeruginosa IMP-1 metallo-beta-lactamase. purified IMP-1, nitrocefin hydrolysis, epi-absorbance fluorescence. inhibition, % at 5.6 µM. actives 0.45% (n = 290,000);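 active means inhibition above the mean plus 3 SD of all compounds in the same screening run, cut at about 4.5% in these data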;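 further: 0% = IMP-1 with DMSO and 100% = DMSO wells lacking enzyme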
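System – purified recombinant IMP-1 beta-lactamase · Input – IMP-1 dispensed at 0.2 nM · Timing – 15 min preincubation plus 25 min reaction at 25 °C · Signal – Epi-absorbance fluorescence, 480 nm excitation, 530 nm emission · Measure – percent IMP-1 inhibition derived from blank-referenced optical density · Controls – Enzyme-plus-DMSO low control, enzyme-free DMSO high control · Replication – singlicate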
Active calls of the source: *; nt = no result given.

SMILES | DNA FID counter | MEKK2mut PB1 HTS | PfM18AAP inh | HCV NS3 hel inh | MEKK2wt PB1 HTS | NALP1 yeast inh | VIM-2 inh | SUMO HTRF inh | IMP-1 inhibitor
Cc1cccc(C)c1NC(=O)C(NC(=O)CN1C(=O)c2ccccc2C1=O)c1ccccc1 (stereo not drawn) | -3 | -1 | -2 | -2 | 99 | 27 | -1.9 | 1 | -1.0
O=C1C=CC2C(c3ccc4c(c3)OCO4)CC1N2Cc1ccccc1 (stereo not drawn) | -3 | -1 | 7 | 6 | 97 | 44 | -2.4 | -9 | -3.4
O=C(Nc1ccc(Br)c(C(F)(F)F)c1)c1ccccc1 | -1 | 0 | -2 | 2 | 106 | 42 | -3.1 | 12 | -4.5
CC(C)OCC(O)CN1CCN(CCN2C(=O)c3cccc4cccc(c34)C2=O)CC1 (stereo not drawn) | 20 | 3 | -4 | 3 | 100 | 2 | 1.4 | 11 | -3.2
CC(C)(C)NC(=O)COc1coc(CN2CCN(Cc3ccccc3)CC2)cc1=O | -6 | 10 | -9 | 3 | 110 | 2 | -0.6 | 13 | -1.7
O=C(Cn1cnc2ccccc2c1=O)OCC(=O)c1ccc2c(c1)OCCO2 | -15 | 0 | -7 | -9 | 104 | 28 | -2.6 | 1 | -2.2
COC(=O)c1cccc(NS(=O)(=O)c2ccc(NC(C)=O)cc2)c1C | -1 | -7 | 2 | 9 | 90 | -6 | -2.4 | -6 | -0.9
CCOC(=O)c1nn(-c2ccc(F)cc2)c2nc(CC(C)C)c(C#N)c(=O)n12 | -21 | -4 | -2 | 4 | 99 | 14 | -2.5 | 8 | -3.5
Cc1cc(C)c(C(=O)NCC2CCCO2)c(C)c1C(=O)NCC1CCCO1 (stereo not drawn) | -5 | 1 | -4 | 9 | 98 | 7 | 0.5 | 1 | -3.8
O=C(Nc1nnc(-c2ccco2)o1)c1ccc(Cl)cc1 | -3 | -14 | -4 | 2 | 82 | -4 | -1.1 | 10 | -1.3
COc1cc(/C=N/NC(=O)C(=O)NCc2cccnc2)cc(OC)c1OC | -11 | 0 | 2 | 10 | 106 | 13 | -3.5 | -2 | -1.6
Nc1ccc(-n2nc(C(F)(F)F)cc2C(F)(F)F)cc1 | -1 | -25 | -4 | 1 | 69 | -2 | -1.5 | -6 | -1.0
COCc1nnc(NC(=O)c2ccccc2[N+](=O)[O-])s1 | 4 | -1 | 1 | -5 | 100 | 18 | -1.5 | -13 | -4.4
Cc1ccc(CNC(=O)COC(=O)CSc2cc(C)c(Br)cc2C)cc1 | -1 | 11 | 4 | -4 | 100 | 30 | -3.2 | -18 | 0.9
COC(=O)/C=C(\C)NC(=O)c1ccc(F)cc1 | 0 | 12 | 1 | 2 | 105 | 15 | -3.9 | 23 | -2.4
CCCc1cc(=O)[nH]c(SCC(=O)N(C)CC(=O)Nc2ccccc2CC)n1 | -15 | 5 | -3 | 4 | 112 | 11 | -0.5 | 22 | -3.7
CCOc1ccc(NC(=O)CC2C(=O)N(c3ccccc3)C(=O)N2Cc2ccccn2)cc1 (stereo not drawn) | -12 | -5 | -2 | 11 | 101 | 1 | -0.8 | 4 | 0.5
C=CCSc1nc(C)c(CCCC)c(=O)[nH]1 | -7 | 3 | -2 | 5 | 103 | -4 | -0.5 | 12 | -1.0
COc1cccc(NC(=O)CNC(=O)c2cccs2)c1 | 0 | 2 | -3 | -4 | 100 | 4 | -0.9 | -9 | -4.5
O=C1C2CC=C(Cl)CC2C(=O)N1CC1OCCc2ccccc21 (stereo not drawn) | -7 | 7 | -9 | 5 | 107 | 25 | -1.4 | 4 | -2.6
O=C(Nc1nc2ccccc2[nH]1)c1cccc(F)c1 | -8 | 5 | -4 | -2 | 107 | 24 | -3.8 | 28 | -3.4
O=C(O)C1CCC(Cn2c(SCc3cc(=O)n4cc(Cl)ccc4n3)nc3ccsc3c2=O)CC1 (stereo not drawn) | -9 | 3 | 4 | -9 | 104 | 5 | -2.1 | 7 | -2.5
N=c1c(C(=O)NCC2CCCO2)cc2c(=O)n3ccccc3nc2n1Cc1ccc(F)cc1 (stereo not drawn) | 6 | 8 | -10 | -5 | 109 | -1 | 9.7* | 28 | -0.2
COc1cccc(C(=O)Nc2ccc(C(=O)O)cc2)c1 | 0 | 3 | -10 | -5 | 107 | 7 | -0.5 | -30 | -0.6
Cc1cnnn1-c1ccc(C(=O)CCl)cc1 | -2 | 14 | -12 | 3 | 148* | -3 | -2.1 | -2 | -1.9
CCC(C)[C@H](NC(=O)NCc1ccc(S(N)(=O)=O)cc1)C(=O)OC (stereo partly drawn) | -3 | -1 | -6 | 1 | 99 | -5 | -0.3 | 3 | -1.8
Cc1nc(NC(=O)CSc2nncs2)c(Cl)cc1Cl | 0 | 1 | 1 | -2 | 95 | -4 | -2.1 | -1 | -3.4
CC1CN(C(=O)CCc2ccccc2)C(C)CN1C(=O)CCc1ccccc1 (stereo not drawn) | -29 | -1 | 1 | -2 | 99 | 11 | -1.0 | -12 | -3.6
CCCCn1nnnc1SCC(=O)NC1CCCCC1 | -9 | 8 | 0 | 8 | 96 | 4 | -4.5 | 1 | -4.9
O=C(NCc1ccncc1)/C(=C/c1cccc([N+](=O)[O-])c1)NC(=O)c1ccccc1 | 1 | -15 | -17 | -11 | 89 | 10 | 0.7 | 17 | -3.0
COC(=O)c1cc(Br)c(=O)n(CCN2CCCC2)c1 | -4 | 1 | -1 | 3 | 105 | 6 | -1.1 | -12 | -2.3
COc1cc(NC(=O)Cc2cccs2)cc(OC)c1 | 0 | 3 | 5 | -2 | 105 | 6 | -0.5 | 7 | -2.5
CNC(=O)Nc1cccc(C(F)(F)F)c1 | 4 | -3 | -5 | 3 | 101 | 12 | -2.2 | 2 | -2.9
CC1(C)OC(=O)N(c2ccccc2)C12C=Cc1c(ccc3ccccc13)O2 (stereo not drawn) | -21 | 3 | 2 | -3 | 100 | 23 | -2.5 | -9 | -1.5
CN(CC1CCN(CCc2cccc(C(F)(F)F)c2)CC1)C(=O)c1ccc(F)cc1 | 5 | 3 | -6 | -2 | 106 | 4 | -2.2 | -5 | -1.9
Cc1cc(C)n(-c2ccc(C(=O)OCC(=O)Nc3ccc(Cl)cc3[N+](=O)[O-])cc2)n1 | -3 | 2 | -2 | 2 | 107 | 21 | -1.3 | 4 | -2.8

Six records drawn at random from the list so far:
SMILES | DNA FID counter | MEKK2mut PB1 HTS | PfM18AAP inh | HCV NS3 hel inh | MEKK2wt PB1 HTS | NALP1 yeast inh | VIM-2 inh | SUMO HTRF inh | IMP-1 inhibitor
COc1cc(NC(=O)Cc2cccs2)cc(OC)c1 | 0 | 3 | 5 | -2 | 105 | 6 | -0.5 | 7 | -2.5
CCCCn1nnnc1SCC(=O)NC1CCCCC1 | -9 | 8 | 0 | 8 | 96 | 4 | -4.5 | 1 | -4.9
CNC(=O)Nc1cccc(C(F)(F)F)c1 | 4 | -3 | -5 | 3 | 101 | 12 | -2.2 | 2 | -2.9
Cc1cc(C)n(-c2ccc(C(=O)OCC(=O)Nc3ccc(Cl)cc3[N+](=O)[O-])cc2)n1 | -3 | 2 | -2 | 2 | 107 | 21 | -1.3 | 4 | -2.8
Cc1nc(NC(=O)CSc2nncs2)c(Cl)cc1Cl | 0 | 1 | 1 | -2 | 95 | -4 | -2.1 | -1 | -3.4
CCC(C)[C@H](NC(=O)NCc1ccc(S(N)(=O)=O)cc1)C(=O)OC (stereo partly drawn) | -3 | -1 | -6 | 1 | 99 | -5 | -0.3 | 3 | -1.8

Next section
SMILES | DNA FID counter | MEKK2mut PB1 HTS | PfM18AAP inh | HCV NS3 hel inh | MEKK2wt PB1 HTS | NALP1 yeast inh | VIM-2 inh | SUMO HTRF inh | IMP-1 inhibitor
Cc1cccc(C)c1NC(=O)c1cnccn1 | 0 | 0 | -4 | -2 | 93 | nt | -2.0 | 3 | -4.6
N#Cc1cccc(CN2CCC(=O)N(CCO)CC2)c1 | -5 | 3 | -7 | 12 | 106 | 10 | 0.6 | 4 | -1.5
CC(NCc1ccc2c(c1)OCO2)C(=O)NC1CCCCC1 (stereo not drawn) | 11 | -9 | 1 | 0 | 94 | -8 | -3.7 | 12 | -2.7
Cc1ccc(C(=O)N/C(=C\c2ccccc2)C(=O)NCCCn2ccnc2)cc1 | 0 | -7 | -14 | 0 | 94 | 1 | -2.7 | 3 | 0.3
C=CCN(C(=O)CCC(=O)Nc1cc(C)on1)C(C(=O)NC1CCCC1)c1ccc(Cl)cc1 (stereo not drawn) | -44 | -4 | 3 | -8 | 96 | 0 | -2.9 | -9 | -2.7
COc1ccc(-c2cc3c(=O)n(CC(=O)NCCCN4CCN(Cc5ccccc5)CC4)ncn3n2)cc1 | 21 | 1 | -13 | -49 | 111 | 22 | 1.6 | nt | 0.4
COc1cc([N+](=O)[O-])cc(/C=N\NC(=O)C2COc3ccccc3O2)c1O (stereo not drawn) | -15 | -3 | 12 | 11 | 95 | -9 | -5.2 | -44 | -3.6
Fc1ccc(NC(=S)N2CCCN(c3ccc(C(F)(F)F)cn3)CC2)c(F)c1 | -14 | -3 | -1 | -4 | 100 | -3 | -3.9 | -10 | -1.2
Cc1ccc2nc(Cl)c(/C=N/NC(=O)[C@H]3C[C@@H]3c3ccccc3)cc2c1 | -8 | -2 | 7 | -1 | 72 | 30 | -1.8 | -3 | -2.2
CC1(C)CC(N2CCC(=O)N(C3CC(C)(C)NC(C)(C)C3)C2)CC(C)(C)N1 | 37* | 2 | 4 | 6 | 102 | 17 | -2.8 | 0 | -1.6
C/C(=N\NC(=O)c1cccnc1)c1c(O)cc(C)oc1=O | -4 | -1 | 4 | 3 | 105 | 34 | -4.0 | 6 | -4.4
COCCN1C(=O)C(=O)/C(=C(/O)c2cccc(S(=O)(=O)N(C)C)c2)C12C(=O)N(C)c1ccccc12 (stereo not drawn) | -34 | 5 | 2 | 2 | 109 | 4 | -2.0 | 1 | -2.9
CCCN(CCC)CCCNC(=O)c1nn(-c2cccc(OC)c2)c(=O)c2ccccc12 | 9 | -2 | 4 | 6 | 101 | 14 | -1.6 | -3 | -2.9
Cc1cc(C(=O)N2C(C)CCCC2C)no1 (stereo not drawn) | -4 | 4 | -6 | -9 | 106 | 3 | 0.8 | 9 | -2.6
CSc1ccccc1OCc1cc(C(=O)NC(C)CCn2cccn2)no1 (stereo not drawn) | -33 | 4 | -9 | -1 | 103 | 5 | 0.6 | 9 | -1.7
Cc1cc(COc2ccccc2)oc1C(=O)O | -3 | 6 | 1 | -22 | 106 | 18 | -1.6 | 11 | -3.0
CC(=O)n1cc([C@H]2C=C(C(=O)N3CCN(Cc4ccccc4)CC3)O[C@@H](OCCCCO)C2)c2ccccc21 | -29 | -1 | -1 | -15 | 99 | 12 | -0.9 | -24 | -2.4
COc1cccc(CNS(=O)(=O)c2c(C)nc3sccn3c2=O)c1 | -5 | 4 | -5 | -7 | 96 | -3 | -0.8 | 0 | -2.0
COc1cccc(NC(=O)NCCCCc2ccccc2)c1 | -22 | 8 | 5 | -1 | 107 | 16 | -3.0 | 3 | -2.8
COc1ccc(C(C(=O)NC(C)(C)C)N(Cc2ccccc2)C(=O)CCC(=O)Nc2cc(C)on2)cc1 (stereo not drawn) | -11 | 0 | -4 | -7 | 103 | 9 | -1.5 | -11 | -1.0

Assay outcomes (PubChem)
